Assay outcomes (PubChem BioAssay)
PTHR1 agonist = agonists of human PTHR1 parathyroid hormone receptor; Q03431; HEK293 GP2 PTHR1 cells, GloSensor cAMP luminescence, 1 h; Potency, µM (doses to about 115 µM), for the others: at the highest dose activation, most hits filed as activators; 410,000 compounds, 0.075% hits; also: potency is read from the fitted curve at half-maximal effect; nearly all actives have a fitted effect of over 55% in size; some results filed as inactive show a strong effect at the top dose; inactives centre near -15; many of its hits are not listed in these tables
Target sequence (Q03431 whole entry, looked up): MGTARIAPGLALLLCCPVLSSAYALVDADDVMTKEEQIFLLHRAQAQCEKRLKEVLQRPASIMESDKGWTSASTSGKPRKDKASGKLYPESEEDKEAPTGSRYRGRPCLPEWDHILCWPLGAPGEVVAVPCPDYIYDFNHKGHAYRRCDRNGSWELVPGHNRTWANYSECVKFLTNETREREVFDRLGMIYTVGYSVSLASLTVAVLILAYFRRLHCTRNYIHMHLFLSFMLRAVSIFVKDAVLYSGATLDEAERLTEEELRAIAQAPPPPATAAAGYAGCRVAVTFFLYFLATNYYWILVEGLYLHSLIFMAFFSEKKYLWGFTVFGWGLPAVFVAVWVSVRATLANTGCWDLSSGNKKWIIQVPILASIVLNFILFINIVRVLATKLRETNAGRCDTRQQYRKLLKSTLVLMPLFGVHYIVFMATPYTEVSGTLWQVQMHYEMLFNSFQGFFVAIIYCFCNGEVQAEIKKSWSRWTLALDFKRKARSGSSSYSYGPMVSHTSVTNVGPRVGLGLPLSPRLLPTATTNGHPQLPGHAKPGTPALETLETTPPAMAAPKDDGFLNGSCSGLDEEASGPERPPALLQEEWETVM
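HEK-293-derived GP2 cells expressing PTHR1 and a GloSensor cAMP reporter, 3,000/well, plated overnight, given luciferin plus IBMX (each 0.5 mM as added) for 1 h at 37 °C, then compound for 1 h at 37 °C. Luminescence was read after 15 min at room temperature.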
aSyn rescue = inhibitors of alpha-synuclein toxicity in yeast; Yeast expressing alpha-synuclein, growth rescue, BacTiter-Glo, 24 h; Potency, µM (doses to about 46.1 µM), without a hit: top-dose growth rescue (activation), hits mostly activators; 370,000 compounds, 0.14% hits; also: potency is read from the fitted curve at half-maximal effect; % of control where 0% means no effect; nearly all actives have a fitted effect of over 65% in size
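Screening used galactose-induced yeast with toxic alpha-synuclein levels, exposed to compound for 24 hr at 30 deg C. Cell growth, read with BacTiter-Glo luminescence, gave the measured signal.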
FUS suppressor = suppressors of FUS proteinopathy in yeast; S. cerevisiae FUS-expressing, growth rescue, OD600, 24 h; Potency, µM (top dose mostly 76.6 µM), for the others: at the highest dose growth rescue (activation), actives largely listed as activators; 390,000 compounds, 0.24% hits; AID 1347120;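 also: potency is read from the fitted curve at half-maximal effect; plate controls were DMSO vehicle for no effect and reference control for full effect; nearly all actives have a fitted effect of over 55% in size; some results filed as inactive show a strong effect at the top dose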
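Galactose (2%) drives FUS expression in yeast precultured in raffinose; seeding density OD 0.005. Test compounds incubated 24hr at 30C and 99% humidity before absorbance at 600 nm was measured.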
GLP-1R inv ag = acts as inverse agonist at human GLP-1 receptor; P43220; HEK293 GLP-1R CRE-luciferase, luminescence, 24 h; GLP-1R form is constitutively active; Potency, µM (top dose mostly 38.3 µM), for the others: at the top dose activity change, negative = inhibition, most hits filed as inhibitors; 410,000 compounds, 1.6% hits; AID 624417; also: potency is read from the fitted curve at half-maximal effect; % is scaled to controls: 0 for no effect and ±100 for the full control effect; nearly all actives have a fitted effect of over 55% in size
Target sequence (P43220 whole entry, looked up): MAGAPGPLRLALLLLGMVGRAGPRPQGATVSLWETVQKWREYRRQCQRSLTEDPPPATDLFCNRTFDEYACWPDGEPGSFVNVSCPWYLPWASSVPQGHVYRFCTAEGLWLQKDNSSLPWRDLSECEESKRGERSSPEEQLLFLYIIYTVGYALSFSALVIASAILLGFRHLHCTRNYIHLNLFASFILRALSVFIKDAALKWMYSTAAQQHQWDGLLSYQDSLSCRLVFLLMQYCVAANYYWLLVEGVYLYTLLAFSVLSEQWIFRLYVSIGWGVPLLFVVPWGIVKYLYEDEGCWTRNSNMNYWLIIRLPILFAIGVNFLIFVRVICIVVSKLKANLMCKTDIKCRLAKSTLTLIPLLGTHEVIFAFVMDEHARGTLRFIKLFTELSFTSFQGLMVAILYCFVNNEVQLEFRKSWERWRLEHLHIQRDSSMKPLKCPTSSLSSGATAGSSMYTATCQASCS
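Cells are plated, allowed 12 hours at 37 deg C, then treated with compounds for 24 hr before luciferase detection reagent is added and luminescence is read after 12 min at room temperature. The HEK293 line carries constitutively active GLP-1R with a cAMP-responsive reporter.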
Akt phos inh = inhibitors of Akt phosphorylation; Neuro2A IGF-stimulated pAkt S473 HTRF, 20 min; hits give low values; activity change, % for hits at 50 µM; 360,000 compounds, 0.32% hits; AID 651550; in the data active = activity change below about -80%; inconclusive = mostly about -51% to -80%; also: % is scaled to controls: 0 for no effect and ±100 for the full control effect
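Neuro2A cells in DMEM with 0.5% FBS, overnight at 37 deg C, given compound at single 50 µM final, then IGF (6 nM final) for 20 min at 37 deg C. Lysed; phospho-Akt Ser473 by HTRF after 24 h, 665/615 ratio.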
Mm-Cpn inhibitor = inhibitors of Methanococcus maripaludis chaperonin (MmCpn); 330,000 compounds, 0.031% hits; AID 504842; purified Mm-Cpn ATPase, ADP Transcreener TR-FRET; Potency, µM (top dose mostly 76.9 µM), for inactives: at the highest dose activity, negative = inhibition, actives largely listed as inhibitors; also: potency is read from the fitted curve at half-maximal effect; % is scaled to controls: 0 for no effect and ±100 for the full control effect; nearly all actives have a fitted effect of over 80% in size
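Eu-cryptate anti-ADP/ADP-d2 competition gives a ratio inversely related to ADP. Enzyme at 25 nM was pre-exposed to compound for 10 min, then given 10 uM ATP for 30 min, 37°C throughout.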
TDP-43 yeast inh = TDP-43 toxicity inhibition in yeast. TDP-43 expressing yeast growth rescue, BacTiter-Glo, 24 h. Potency, µM (titrated, usually from 46.1 µM), for the others: at the highest dose growth rescue (activation), actives largely listed as activators. 410,000 compounds, 1.8% hits; also: potency is read from the fitted curve at half-maximal effect; % of control where 0% means no effect; nearly all actives have a fitted effect of over 50% in size
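Yeast cells expressing TDP-43 under galactose induction are exposed to compounds for 24 hr at 30 deg C. BacTiter-Glo luminescence measures growth, so protective compounds score as activators.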
Abeta yeast res = A-beta toxicity reversal in yeast; 410,000 compounds, 0.063% hits; Potency, µM (titrated, usually from 46.1 µM), inactives show at the top dose growth rescue, most hits filed as activators; AID 1347071; yeast expressing A-beta42, growth rescue, OD600, 48 h; response scale: 0% DMSO, 100% iron-clioquinol control; also: potency is read from the fitted curve at half-maximal effect; nearly all actives have a fitted effect of over 55% in size
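Yeast A-beta toxicity model in growth medium with pinned compounds, 48 h at 30 C; growth read as absorbance at 600 nm. Normalized to FeCl3/clioquinol equimolar mix (positive) and DMSO (negative).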
GLP1R cytotox = cytotoxic in the GLP-1 receptor inverse agonist counter-screen; HEK293 cAMP-luciferase reporter cells, luminescence, 24 h; Potency, µM (highest dose often 38.3 µM), inactives show top-dose activity change, negative = inhibition, most hits filed as inhibitors; 410,000 compounds, 0.13% hits; AID 624418;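 also: loss of luciferase light is scored as toxicity; potency is read from the fitted curve at half-maximal effect; % is scaled to controls: 0 for no effect and ±100 for the full control effect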
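Compound-treated cells are incubated 24 hr at 37 deg C under 5% CO2 after a 12 hour attachment period, then luciferase detection reagent is added and luminescence is measured following 12 min at room temperature; lowered signal indicates toxicity.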
* marks the source's active call; other numbers are inactive results; i = inactive; ? = inconclusive; nt = no result given; [ ] = dose if it differs, or a comment. Unless noted, calls follow the shape of the dose curve; as a rule, active = well fitted curve in the direction sought with a large enough effect; inconclusive = small, poorly fitted or top-dose-only effect, or another doubt; inactive = no such curve, though single readings can be large; an effect the other way counts as inactive or inconclusive. Only part of the results is shown; rates above refer to the full screens.

Each structure is followed by: PTHR1 agonist	aSyn rescue	FUS suppressor	GLP-1R inv ag	Akt phos inh	Mm-Cpn inhibitor	TDP-43 yeast inh	Abeta yeast res	GLP1R cytotox
- O=C(Cc1ccc([N+](=O)[O-])cc1)Nc1cccc(C(F)(F)F)c1
 : i	-1%	25%	?	i	4%	0%	20%	-2%
- CCOC(=O)C1CCN(C(=O)COC(=O)C2CCN(S(=O)(=O)c3ccc(C)c(C)c3)CC2)CC1
 : i	-6%	-11%	-25%	i	2%	10%	8%	-10%
- CCc1nc2c3cnn(-c4cc(Cl)ccc4C)c3ncn2n1
 : i	4%	29%	11%	i	0%	13%	7%	5%
- COc1ccc(NC(=O)c2cc([N+](=O)[O-])nn2Cc2ccccc2)c(C)c1
 : i	0%	-9%	?	i	0%	18%	15%	5%
- Cc1ccccc1OCC(=O)O/N=C(\N)Cc1ccc(Cl)cc1
 : i	-7%	-5%	?	i	3%	8%	15%	-1%
- CC[n+]1c(/C=C(\C)SC)sc2ccccc21
 : i	-16%	13%	35%[activator]	i	-2%	-9%	-4%	-19%
- COCn1c(COc2ccc3ccccc3c2)nc2ccccc21
 : -47%[inhibitor][57.5 µM]	-7%	13%	?	i	1%	?	-51%[inhibitor]	-13%
- CN1c2ccccc2N(C)C1c1c(O)ccc2ccccc12
 : ?	7%	17%	2%	i	-4%	-6%	14%	-8%
- Cc1ccc(N/C=C/C(=O)c2ccc(C)cc2)cc1
 : -20%	13%	-19%	10%	i	-1%	6%	10%	-2%
- Cc1cc(NS(=O)(=O)c2ccc(NC(=O)C(CC(C)C)N3C(=O)c4ccccc4C3=O)cc2)nc(C)n1 (stereo not given)
 : 20%[57.5 µM]	-1%	?	0%	i	2%	0%	7%	-2%
- S=C(NCc1ccc2[nH]c3c(c2c1)CCCC3)Nc1ccccc1
 : -43%[inhibitor]	?	34%	?	i	-1%	18µM*	?	-22%
- Cc1ccc(NS(=O)(=O)c2ccc(C(C)C)cc2)cc1S(=O)(=O)N1CCOCC1
 : -39%[inhibitor]	-5%	36%	?	i	1%	-4%	2%	-11%
- Cc1cccc(C(=O)Nc2ccccc2C(=O)NCc2cccnc2)c1
 : -22%	8%	-17%	7%	i	2%	8%	-1%	5%
- O=C(NCc1ccccc1)c1cccc(COc2ccc3c(c2)CCC3)c1
 : -7%	-3%	nt	4.5µM*	i	3%	15%	?	-5%
- CCC(=O)Nc1c(C#N)c2nc3ccccc3nc2n1C1CCCCC1
 : -4%[57.5 µM]	4%	2%	?	i	-3%	22%	21%	17%
- O=C(Cn1cnc2c(cnn2-c2ccccc2)c1=O)NCCc1ccccc1
 : i	2%	13%	0%	i	-1%	22%	9%	-10%
- COc1cc(-c2nnc(-c3cc(-c4ccccc4)nc4ccccc34)o2)cc(OC)c1OC
 : i	-7%	-14%	10%	i	nt	8%	1%	0%
- Cc1c(OCC(=O)NCCN2CCOCC2)ccc2c1oc(=O)c1ccccc12
 : i	3%	3%	49%[activator]	i	-15%	1%	-19%	1%
- CCNC(=O)C1(C)CCCN(Cc2cc(-c3ccccc3)n(C)n2)C1 (stereo not given)
 : i	0%	-21%	-1%	i	nt	20%	14%	-2%
- CC(C)=N/N=C1/NC(=O)C(Cc2ccccc2)S1 (stereo not given)
 : 15%	-2%	3%	?	i	1%	10%	-9%	-17%
- CCOC(=O)CN1C(=O)N[C@@H](CCc2ccccc2)C(C(C)=O)=C1C
 : -7%	3%	-12%	29%	i	nt	15%	9%	-27%
- CNC1(C(N)=O)CCNCC1
 : -43%[inhibitor]	3%	-10%	15%	i	-2%	15%	8%	0%
- O=C(N[C@@H](CCC/[N+]([O-])=C/c1ccccc1)C(=O)O)OCc1ccccc1
 : -6%	-1%	-13%	2%	i	0%	7%	-15%	-1%
- COc1ccc2nc(Sc3c([N+](=O)[O-])nc(C)n3Cc3ccccc3)[nH]c2c1
 : -25%[57.5 µM]	-2%	25%	?	i	-1%	-2%	9%	-28%
- COc1ccc(-c2nnc(SCC(=O)Nc3c(C)cccc3C)nc2-c2ccc(OC)cc2)cc1
 : i	nt	?	-6%	nt	nt	20%	-18%	4%
- COc1ccccc1NC1=C(C)C(=O)CC1
 : i	3%	1%	25%	i	0%	-1%	0%	-25%
- Cc1ccc(S(=O)(=O)N2CCOCC2)cc1NC(=O)COC(=O)c1ccc(Cl)s1
 : -14%	1%	16%	6%	i	0%	-11%	8%	6%
- Fc1ccc(N2CCN(c3nc4ccccc4c4nc(-c5ccccc5)nn34)CC2)cc1
 : i	nt	-6%	?	nt	nt	19%	-22%	-9%
- CC(=O)N(Cc1ccccc1)C1CC(=O)N(Cc2ccccc2)C1=O (stereo not given)
 : i	-15%	-8%	-28%	i	nt	-6%	3%	-1%
- CN[C@@H](C)C(=O)NC[C@H]1O[C@@H](n2cnc3c(=O)[nH]c(N)nc32)[C@H](O)[C@@H]1O
 : i	-3%	-15%	2%	i	nt	-9%	-8%	2%
- CN(C)S(=O)(=O)c1ccc(S(=O)(=O)N2CCCC(C(=O)NC3CC3)C2)cc1 (stereo not given)
 : i	-7%	-2%	-14%	i	-1%	-3%	-7%	-2%
- CC(=O)N(C)c1nc(N)n(-c2ccccc2)n1
 : -25%	-4%	-32%	15%	i	-2%	-3%	-11%	0%
- CN1CCN(C(=O)/C(=C/c2ccc(N(C)C)cc2)NC(=O)c2ccccc2)CC1
 : i	-6%	-2%	-1%	i	-1%	-5%	-5%	-6%
- Cc1ccc(NC(=O)c2ccc(=O)[nH]c2)cc1S(=O)(=O)N1CCCCCC1
 : -44%[inhibitor]	-5%	16%	3%	i	-3%	7%	8%	7%
- Clc1nc(CN2CCCCC2)nc2sc3c(c12)CCCC3
 : -72%[inhibitor]	1%	-19%	?	i	1%	3%	-4%	-23%
- CCc1ccc(-n2c(O)c(C=NCCN(CC)CC)c(=O)[nH]c2=O)cc1
 : i	1%	22%	8%	i	-1%	4%	1%	-5%
- CCOC(=O)N1CCN(C(=O)C[C@@H]2C[C@@]3(C(=O)OC)CCCCC=C3N(CCc3ccc(OC)c(OC)c3)C2=O)CC1
 : -4%	4%	34%	5%	i	nt	18%	1%	-1%
- CC(=O)Nc1cccc2c1C(=O)N(c1ccc(C)cc1)C2=O
 : ?	7%	43%	-6%	i	0%	11%	-2%	6%
- COCOc1cccc(CN2CCC2(C)C(=O)Nc2ccc(C)cc2)c1 (stereo not given)
 : -9%	-2%	-25%	-23%	i	nt	-9%	-13%	10%
- Cc1cc(NC(=O)C(C)SCC(=O)Nc2ccccc2N2CCCC2)no1 (stereo not given)
 : -36%[inhibitor]	0%	-9%	10%	i	-3%	24%	-2%	4%
- COc1ccc(Nc2ccc(N3C(=O)CCCC3=O)cc2[N+](=O)[O-])c(OC)c1
 : -37%	-1%	nt	-10%	i	-2%	15%	-2%	-34%
- COc1cccc(/C=N/NC(=O)c2c(-c3ccccc3)noc2C)c1OC
 : i	6%	8%	22%	i	nt	11%	14%	1%
- COc1cccc(CC(=O)OCC(=O)NCCc2ccc(F)cc2)c1
 : -22%	-1%	-16%	9%	i	-2%	?	-14%	5%
- Cc1ccccc1-c1cc(C(=O)NCC2CC2)nn1CC1CC(c2cccc([N+](=O)[O-])c2)=NO1 (stereo not given)
 : i	4%	?	?	i	-3%	?	1%	-1%
- CCCCSc1nnc(NC(=O)CCc2ccccc2)s1
 : i	1%	19%	-22%	i	0%	4%	9%	-26%
- C=CCNCCCCOc1ccccc1-c1ccccc1
 : i	1%	18%	?	i	-2%	2%	-3%	-6%
- C=CCC1(C#N)C(SC)=NC2=C(C(=O)CC(C)(C)C2)C1c1ccc(Br)cc1 (stereo not given)
 : -2%	-19%	22%	?	i	-1%	-2%	-3%	3%
- COc1cc(NC(=O)C2CCN(S(=O)(=O)c3cccs3)CC2)cc(OC)c1
 : i	-10%	48%	?	i	-4%	-9%	5%	-1%
- CC(NC(=S)Nc1c(Cl)cccc1OC(F)F)C(C)(C)C (stereo not given)
 : -3%	3%	1%	?	i	0%	?	35%	-5%
- CN1Cc2sc(NC(=S)NC(=O)c3ccccc3)c(C#N)c2CC1(C)C
 : -60%[inhibitor]	-2%	21%	?	i	-5%	-9%	-6%	-25%
- O=C(COc1ccc(F)cc1Cl)Nc1cccc(S(=O)(=O)N2CCCCCC2)c1
 : -26%	-8%	nt	-22%	i	1%	-10%	-6%	7%
- COc1ccc(S(=O)(=O)N2CCCCC2)cc1C(=O)Nc1cccc(C(F)(F)F)c1
 : -5%	nt	-13%	6%	nt	nt	15%	-10%	6%
- O=C1CCCC(O)=C1C=Nc1ccc2c(c1)oc1ccccc12
 : -23%[57.5 µM]	0%	8%	9%	i	-1%	-5%	-9%	-5%
- COc1ccc(C2/C=C\CN(CC(C)(C)C)CC(=O)N2Cc2ccc(F)cc2)cc1 (stereo not given)
 : 16%	-1%	14%	?	i	0%	-7%	-14%	0%
- CCOC(=O)Cc1csc(SCC(=O)Nc2cccc(Cl)c2)n1
 : -8%	3%	0%	-15%	i	1%	?	-2%	4%
